# Assay outcomes from PubChem BioAssay.
# p53 reactivation = restores transcriptional activity of mutant p53; H1299 p53-A138V BP100-luciferase reporter, luminescence, 24 h; Potency, µM (titrated, usually from 92.2 µM), for inactives: at the highest dose activity change, positive = activation, actives largely listed as activators; 320,000 tested, 0.063% active; AID 504706; also: potency is read from the fitted curve at half-maximal effect; % of control where 0% means no effect; nearly all actives have a fitted effect of over 45% in size
#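 H1299 (p53-null), stable ts p53-A138V + BP100-Luc; 1000 cells/well, Opti-MEM/10% FBS; cpd 4 pt, 1:5; 24 h, 37 deg C, 5% CO2; detection reagent 10 min RT; luminescence.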
# Rab9 prom act = activates the Rab9 promoter | Huh7 Rab9 promoter-luciferase reporter, luminescence, 24 h | Potency, µM (titrated, usually from 9.22 µM), for the others: at the top dose activation, negative = inhibition, usual class: activators | 320,000 tested, 2.8% active; also: potency is read from the fitted curve at half-maximal effect; % of control where 0% means no effect; nearly all actives have a fitted effect of over 60% in size
#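 Stable Rab9-luc Huh7, 1500 cells/well, 2 h settle; cmpd in DMSO, 24 h, 37 °C/5% CO2; luciferase reagent 10 min RT; luminescence.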
# RORgamma inh = ROR gamma (mouse) transcription inhibition; Drosophila S2 Gal4-RORgamma UAS-luciferase reporter, 20 h; P51450; 310,000 tested, 5.4% active; Potency, µM (top dose mostly 53.6 µM), for inactives: top-dose activity change, negative = inhibition, usual class: inhibitors; also: potency is read from the fitted curve at half-maximal effect; % is scaled to controls: 0 for no effect and ±100 for the full control effect; nearly all actives have a fitted effect of over 60% in size
#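 Using a luciferase readout, inhibitors were identified by reduced reporter activity in Drosophila cells coexpressing a copper-inducible Gal4–ROR gamma fusion and UAS-driven Photinus luciferase, incubated 20 hr after 700 uM copper sulfate.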
# ELG1 repair inh = blocks ELG1-dependent DNA repair in HEK293T cells. HEK293T ELG1-luciferase reporter, luminescence, 16 h; DNA damage induced by 5-fluorouridine. Potency, µM (doses to about 46.1 µM), for the others: top-dose activity change, negative = inhibition, actives largely listed as inhibitors. 330,000 tested, 2.3% active; also: potency is read from the fitted curve at half-maximal effect; % is scaled to controls: 0 for no effect and ±100 for the full control effect; nearly all actives have a fitted effect of over 55% in size
#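 HEK293T cells expressing luciferase-tagged ELG1 (2,000/well) received 5-Fluorouridine plus compound or DMSO for 16 hr at 37 °C. Luciferase was read by ONE-Glo luminescence after 30 min at room temperature.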
# ELG1 genotoxic = induces genotoxicity in HEK293T cells with luciferase-tagged ELG1. AID 504466. HEK293T ELG1-luciferase reporter, luminescence, 16 h. Potency, µM (top dose mostly 46 µM), inactives show at the top dose activity change, positive = activation, actives largely listed as activators. 330,000 tested, 1.3% active; also: potency is read from the fitted curve at half-maximal effect; % of control where 0% means no effect; nearly all actives have a fitted effect of over 60% in size
#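 ELG1-luciferase HEK293T cells, 2,000/well; compound pinned in; 16 hr, 37 °C, 5% CO2; ONE-Glo, 30 min RT; luminescence on CCD imager.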
# FLuc modulator = counter-screen for miR-21 project: firefly luciferase inhibitors or activators; P08659; purified FLuc, Km substrates, luminescence inhibition; Potency, µM (top dose mostly 57.5 µM), without a hit: at the top dose activity change, negative = inhibition, hits mostly inhibitors; 360,000 tested, 6.9% active;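 also: potency is read from the fitted curve at half-maximal effect; plate controls were vehicle for no effect and reference inhibitor for full effect; nearly all actives have a fitted effect of over 55% in size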
# Target sequence (P08659 whole entry, looked up): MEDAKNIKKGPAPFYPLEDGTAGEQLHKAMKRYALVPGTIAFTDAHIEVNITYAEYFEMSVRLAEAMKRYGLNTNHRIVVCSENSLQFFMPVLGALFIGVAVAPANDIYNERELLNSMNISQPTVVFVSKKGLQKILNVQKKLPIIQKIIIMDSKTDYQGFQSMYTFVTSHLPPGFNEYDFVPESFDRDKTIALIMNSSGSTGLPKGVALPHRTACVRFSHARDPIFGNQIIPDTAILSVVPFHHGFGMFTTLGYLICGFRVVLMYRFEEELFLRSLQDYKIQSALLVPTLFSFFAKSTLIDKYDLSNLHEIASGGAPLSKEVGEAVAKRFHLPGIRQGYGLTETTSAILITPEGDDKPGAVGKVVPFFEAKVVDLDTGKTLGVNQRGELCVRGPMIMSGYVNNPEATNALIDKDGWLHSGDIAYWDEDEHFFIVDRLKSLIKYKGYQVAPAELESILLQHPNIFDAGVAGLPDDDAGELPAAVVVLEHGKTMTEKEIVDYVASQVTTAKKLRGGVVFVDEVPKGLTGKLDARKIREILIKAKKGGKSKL
#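 Purified P. pyralis luciferase (10nM final) with 10uM D-luciferin and 10uM ATP (Km levels) in 50mM Tris acetate pH 7.5, 10mM Mg acetate, 0.01% Tween-20, 0.05% BSA; qHTS 6-point titration, ~60 µM downward; luminescence read.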
# TRPV1 ag = activates the human vanilloid receptor TRPV1. Q8NER1. TRPV1-expressing cells, Fluo-8 calcium influx, agonist mode. activation, % at 8.33 µM. 320,000 tested, 0.19% active. AID 540275; in the data active = activation above about 80%; inconclusive = between about 30% and that limit; also: 0% is about no effect
#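 TRPV1-expressing cells were cultured overnight at 35.5C and loaded with Fluo-8 calcium dye for 40 to 90 min at room temperature. After a 10 s baseline, compound was added and calcium influx was read kinetically for 3 min (ex 480/em 520 nm).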
# NPC1 promoter act = activates the NPC1 promoter | Huh7 NPC1 promoter luciferase reporter, 24 h | Potency, µM (top dose mostly 9.22 µM), without a hit: at the highest dose activation, actives largely listed as activators | 320,000 tested, 2.4% active | AID 485313;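 also: potency is read from the fitted curve at half-maximal effect; % of control where 0% means no effect; nearly all actives have a fitted effect of over 60% in size; reporter is driven by a mutant NPC1 promoter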
#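 NPC1 promoter–luciferase Huh7 cells; 24 h compound; luminescence.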
# Gal4-VP16 FLuc = counter-screen for ROR gamma inhibitors: Gal4-VP16 reporter | Drosophila S2 Gal4-VP16 UAS-luciferase, luminescence, 20 h | Potency, µM (top dose mostly 53.6 µM), inactives show top-dose activity, negative = inhibition, hits mostly inhibitors | 310,000 tested, 3.5% active | AID 2546;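 also: Gal4-VP16 expression switched on by copper sulfate through the metallothionein promoter; potency is read from the fitted curve at half-maximal effect; % is scaled to controls: 0 for no effect and ±100 for the full control effect; nearly all actives have a fitted effect of over 50% in size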
# BRCA1 expr up = increases BRCA1 expression. Potency, µM (highest dose often 46.1 µM), for inactives: at the top dose activation, usual class: activators. MCF7-BRCA1-FFLuc reporter, luminescence, 48 h; response scale: scaled: vehicle 0%, 10 µM genistein 100%. AID 624202. 380,000 tested, 1.1% active; also: potency is read from the fitted curve at half-maximal effect; nearly all actives have a fitted effect of over 80% in size; some results filed as inactive show a strong effect at the top dose
#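 Quantitative HTS in MCF7 cells stably reporting BRCA1 expression via firefly luciferase. Compound treatment lasts 48 h at 37 °C in phenol-red free MEM. Activation is expressed relative to genistein at 10 microM and DMSO.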
# Tb PFK block = inhibitors of T. brucei phosphofructokinase. T. brucei PFK, ADP-Glo luminescence. Potency, µM (titrated, usually from 57.5 µM), inactives show top-dose activity, negative = inhibition, most hits filed as inhibitors. 330,000 tested, 0.17% active. AID 485367;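 also: potency is read from the fitted curve at half-maximal effect; 0% = uninhibited 1x PFK enzyme wells and -100% = no-enzyme wells; nearly all actives have a fitted effect of over 60% in size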
# Target sequence (O15648 whole entry, looked up): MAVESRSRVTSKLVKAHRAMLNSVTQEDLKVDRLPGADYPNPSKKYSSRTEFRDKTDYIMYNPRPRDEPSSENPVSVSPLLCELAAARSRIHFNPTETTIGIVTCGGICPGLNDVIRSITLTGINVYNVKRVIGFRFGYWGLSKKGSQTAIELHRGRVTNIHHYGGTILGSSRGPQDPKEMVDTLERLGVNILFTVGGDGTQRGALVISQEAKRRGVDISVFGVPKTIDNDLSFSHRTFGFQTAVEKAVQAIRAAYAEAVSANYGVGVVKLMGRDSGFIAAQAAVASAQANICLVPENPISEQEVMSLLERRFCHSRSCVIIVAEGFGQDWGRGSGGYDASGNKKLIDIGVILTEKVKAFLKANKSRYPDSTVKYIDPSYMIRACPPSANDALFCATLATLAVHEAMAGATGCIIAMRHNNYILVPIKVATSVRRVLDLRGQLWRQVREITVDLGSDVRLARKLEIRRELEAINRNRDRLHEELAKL
#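 ADP-Glo luminescence quantified ADP after 45 min at room temperature, with 1.25 nM T. brucei PFK, 0.1 mM ATP and 0.5 mM fructose-6-phosphate in pH 8.0 TEA buffer. qHTS titrations up to 57 µM; curves classified by quality.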
# Numbers without * were called inactive; ? = inconclusive; . = no result given; [ ] = another dose, or the depositor's remark. Unless noted, calls follow the shape of the dose curve; as a rule, active = well fitted curve in the direction sought with a large enough effect; inconclusive = small, poorly fitted or top-dose-only effect, or another doubt; inactive = no such curve, though single readings can be large; an effect the other way counts as inactive or inconclusive.
smiles	p53 reactivation	Rab9 prom act	RORgamma inh	ELG1 repair inh	ELG1 genotoxic	FLuc modulator	TRPV1 ag	NPC1 promoter act	Gal4-VP16 FLuc	BRCA1 expr up	Tb PFK block
Nc1ccc(-c2nnn(Cc3ccccc3F)n2)cc1	.	?	?	?	?	15µM*	10	?	?	11µM*	1%
CCOc1ccc(NS(=O)(=O)c2ccc(C(=O)N(C)CC(=O)Nc3ccc(C)cc3)cc2)cc1	-7%	-4%	.	-11%	-5%	0%	2	-1%	.	-40%	5%
CC(O)CNc1nc2c(c(=O)n(C)c(=O)n2C)n1C/C=C/c1ccccc1 (configuration not stated)	-9%	-7%	?	23µM*	-8%	1%	-2	-4%	?	-47%	-5%
Cc1ccc(NC(=O)C2C3C=CC4(CN(Cc5cccnc5)C(=O)C24)O3)cc1 (configuration not stated)	29%	1%	41%	?	9%	?	1	1%	10%	24%	0%
Cc1ccc(/C=N/NC(=O)CCn2nc(C)cc2C)c(C)c1	8%	-1%	-24%	?	-2%	0%	-5	-14%	3%	-31%	-5%
Cc1nc(SCC(=O)N2c3ccccc3NC(=O)CC2C)c2c(C)c(C)sc2n1 (configuration not stated)	-4%	-5%	.	-21%	3%	-2%	-4	-1%	.	-21%	-9%
CCCCOC(=O)Cn1c(=N)n(CCC)c2ccccc21	-6%	4%	23%	-3%	-6%	-4%	4	1%	-13%	0%	-5%
Cc1onc(-c2ccccc2)c1C(=O)OCC(=O)Nc1ccc2c(c1)OCO2	-2%	-6%	44%	-22%	-15%	-1%	2	-2%	-4%	-33%	3%
Cc1c(C(=O)Nc2cccnc2)oc2ccc(Br)cc12	10%	3.2µM*	45%	?	18µM*	2.7µM*	91*	?	-1%	14%	2%
CCc1ccc(CN(C)Cc2nc(-c3cccc(Cl)c3)no2)nc1	-3%	-3%	?	3%	-2%	-12%	28	-5%	-1%	3%	0%
Cc1ccc(C2(C)NC(=O)N(CC(=O)Nc3ccc(S(=O)(=O)Nc4nccs4)cc3)C2=O)cc1 (configuration not stated)	2%	-1%	.	0%	2%	-1%	1	5%	.	-16%	-2%
CC(=O)NC(Cc1ccc(F)cc1)C(=O)NC1CCN(c2nnnn2-c2ccccc2)CC1 (configuration not stated)	-5%	-1%[1.84 µM]	11%	-2%	-2%	2%	1	0%	-3%	-11%	4%
CNC(=S)N=Nc1c(O)[nH]c2ccccc12	4%	0%	3.2µM*	?	13%	0%	0	-2%	?	-35%	4%
CCCn1c(-c2ccc(OC)cc2)nc2nc3ccccc3nc21	6%	-1%	33%	-16%	-6%	?	9	0%	0%	-58%	-2%
COc1ccccc1N=Cc1c(C)c(C#N)c2[nH]c3ccccc3n2c1=O	6%	-3%	7%	5%	9%	-10%	-3	1%	14%	12%	5%
CCn1c(=O)c(C(=O)Nc2ccccc2F)c(O)c2ccccc21	14%	22%	-3%	29%	1%	0%	-2	8%	6%	-32%	-1%
OCC[C@@H]1C[C@H](O)[C@@H](O)[C@]2(OCCc3ccccc32)O1	.	0%	7%	29%	5%	8%	-4	-2%	5%	1%	4%
COc1ccc2c(c1)CC(C1(O)C(=O)Nc3ccccc31)C2=O (configuration not stated)	3%	-2%	3%[10 µM]	9%	4%	-2%	1	6%	3%	-1%	-1%
COc1ccc(-c2csc(NC(=O)c3cc(-c4cccs4)nc4ccccc34)n2)c(OC)c1	-6%	0%	-4%	-1%	-1%	-1%	-2	-5%	4%	-8%	1%
Cc1nc(CSc2nnc(N)s2)cs1	1%	-13%	12%	-17%	10%	0%	-1	0%	8%[10 µM]	-16%	-3%
N#Cc1cnc(Nc2nc3ccccc3o2)nc1-c1ccccc1	10%	?	2.5µM*	-16%	6%	-1%	2	28%	5µM*	3%	-9%
COc1ccc(Nc2nnc(SCC(=O)NC(=O)Nc3ccc4c(c3)OCCO4)s2)cc1	8%	24%	3%	0%	?	?	-3	10%	3%	8%	-4%
COc1ccc(S(=O)(=O)N(C)C[C@@H]2Oc3ccc(NS(=O)(=O)c4cn(C)cn4)cc3C(=O)N([C@@H](C)CO)C[C@@H]2C)cc1	-3%	.	.	?	0%	.	.	.	.	0%	8%
CCOCCn1c(N2CCN(c3ccccc3)CC2)nc2c1c(=O)[nH]c(=O)n2C	-1%	?	1%	?	?	?	2	?	-28%	-9%	1%
Cc1cccc(C(=O)N/N=C/c2cc(Br)c(Br)o2)c1	18%	1%	11µM*	7%	0%	?	?	1%	?	-57%	3%
COc1ccc(-n2nnnc2-c2cnc3cc4c(cc3c2C)OCO4)cc1	4%	3%	?	-16%	-2%	2%	-6	-14%	-22%	-15%	2%
NC12NC(=O)C3(O)C4C5CC(C6C5C3C61)C42 (configuration not stated)	-2%	-9%	1%	-10%	1%	0%	-7	-6%	-4%	-11%	-1%
COC(=O)CSC(C(=O)Nc1ccc(C)c(C)c1)c1ccccc1 (configuration not stated)	?	10%	24%	?	6%	17µM*	24	-5%	9%	-3%	-2%
O=C(N/C(=C\c1ccc(Br)cc1)C(=O)N1CCCC1)c1cccs1	-3%	-2%	19%	-29%	-4%	-1%	7	-9%	-7%	-35%	-5%
Brc1ccc(-c2nn3c(Cc4ccccc4)nnc3s2)o1	-3%	-2%	-26%	8%	-4%	-6%	?	0%	25%	4%	4%
CC(=O)c1c(COC(=O)c2cccnc2)nc2ccccc2[n+]1[O-]	6%	7%	-28%	2%	0%	-1%	2	-1%	-1%	-25%	1%
C=C(C)C(=O)N1CC2(CC(c3cccc(NC(=O)COc4ccc(Cl)cc4)c3)=NO2)C[C@@H]1C(N)=O (some centres not stated)	4%	-7%	49%	-26%	-5%	12µM*	-4	1%	4%	15%	-18%
O=C(Nc1ccc(N2CCOCC2)cc1)C1CCCCN1S(=O)(=O)c1ccccc1 (configuration not stated)	-2%	-4%	2%	16%	-7%	-2%	0	-2%	2%	0%	0%
CCOc1ccc(C(=O)Cc2cc3cccc(OC)c3oc2=O)cc1	?	1%[1.84 µM]	30%	-5%	3%	?	-4	1%	5%	23%	-1%
C/C(=N\NC(=O)c1c(Br)c(C)nn1C)c1cccc(NC(=O)c2ccccc2C)c1	0%	-5%	23%	?	1%	12µM*	3	2%	21%	9%	1%
O=C(c1ccc(C#CC2(O)CCCCC2)cc1)N1CCN(Cc2ccccc2)CC1	-7%	-5%	?	?	-7%	-4%	-1	-3%	-14%	-21%	0%
O=c1c(-c2cnn(-c3ccccc3)c2)coc2cc(O)ccc12	26%	1.8µM*	4%	?	?	5.4µM*	?	2.8µM*	-2%	?	5%
Cc1cc(C)c2c(N=NN(C)C)[nH]nc2n1	3%	1%	9%	-1%	7%	2%	.	1%	-6%	1%	1%
O=C(Nc1nccs1)c1ccc(S(=O)(=O)c2ccccc2)cc1	5%	0%	-38%	0%	-1%	6%	-3	-1%	-11%	-13%	-5%
COC(=O)c1cc2ccsc2n1Cc1cccc(F)c1	-1%	-11%	4%[10 µM]	?	14%	-7%	5	-1%	-3%	4%	0%
COc1ccc(OC)c(NC(=O)c2ccccc2SC)c1	-5%	-18%	-10%	-11%	-6%	0%	16	-8%	4%	-1%	5%
COc1ccc(NC2=CC(=O)CC(C)(C)C2)cc1	1%	1%	1%	14%	3%	2%	1	-3%	-1%	-10%	-4%
COc1ccc(S(=O)(=O)N2CCN(CC(=O)c3ccc(O)c(O)c3)CC2)cc1	6%	0%	-20%	6%	0%	0%	2	-18%	13%	-5%	-20%
CCC(=O)Nc1ccc(/C(C)=N\NS(=O)(=O)c2ccc(C)cc2)cc1	-3%	1%	6%	-5%	-4%	-1%	0	-2%	?	-1%	-2%
CCN(CC)S(=O)(=O)c1ccc(NC(=S)Nc2ccccc2)cc1	0%	7%	-19%	3%	3%	-1%	4	0%	1%	-4%	7%
COc1cc(OC)cc(C(=O)N2CCC(C(=O)c3ccc(F)cc3)CC2)c1	.	-3%	-3%	3%	-2%	0%	-2	-1%	0%	-21%	-5%
CCOc1cc(/C=N/NC(=O)CNc2ccc(C)cc2)ccc1OC(=O)c1ccccc1	4%	-7%	3%	1%	-3%	-19%	0	1%	1%	0%	0%
